RTF Ca sens act: cardiac RTF calcium sensitization | P19429+P45379 | IANBD-labeled TnC RTF fluorescence at EC20 calcium; 0% EC20 calcium, 100% full calcium | activation, % at 7.2 µM | 340,000 tested, 0.24% active | AID 493008;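 active = activation above the mean over all tested compounds plus 3 SD, cut at about 30% in these data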;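 also: rise in fluorescence read as greater calcium sensitivity of cardiac thin filaments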
dFosB activator: mouse delta FosB homodimer activation; P13346; purified delta FosB, TAMRA-CDK5 oligo fluorescence polarization; percent of positive-control signal above neutral wells; activation, % at 25 µM; 340,000 tested, 0.99% active; AID 493131;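 active = mean activation above about 17%, with every replicate also reaching it, limit read from the data, passing the limit was not always enough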;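 also: fluorescence polarization rise as delta FosB binds a TAMRA Cdk5 AP-1 oligo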
Target sequence (P13346 whole entry, looked up): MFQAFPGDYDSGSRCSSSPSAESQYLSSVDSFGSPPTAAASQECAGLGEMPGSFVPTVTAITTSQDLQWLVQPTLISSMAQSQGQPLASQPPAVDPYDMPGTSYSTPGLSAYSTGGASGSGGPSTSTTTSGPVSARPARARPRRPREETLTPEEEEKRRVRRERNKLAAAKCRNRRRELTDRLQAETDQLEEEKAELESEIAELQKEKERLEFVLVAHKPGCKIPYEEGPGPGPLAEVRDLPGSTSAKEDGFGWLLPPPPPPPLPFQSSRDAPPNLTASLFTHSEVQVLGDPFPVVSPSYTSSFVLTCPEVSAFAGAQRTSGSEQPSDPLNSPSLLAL
Cardiac RTF inh: cardiac RTF calcium desensitization. P19429+P45379. IANBD-labeled cardiac RTF, Ca2+ fluorescence. inhibition, % at 7.15 µM. 340,000 tested, 0.12% active. AID 493244;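 active = inhibition above the mean inhibition of all tested compounds plus 3 SD, cut at about 17% in these data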;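 also: assay run at fixed EC70 calcium of 1.6 mM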
LANA DNA inh: inhibitors of KSHV LANA C-terminal domain DNA binding; MBP-C-LANA/FAM-LBS DNA binding, fluorescence polarization; inhibition, % at 9 µM; 340,000 tested, 0.078% active; AID 504423;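 active = highest replicate inhibition at or above 60% at 9 µM, even if other replicates fall short; inactive = all replicates below 60% inhibition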;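 also: 0% = neutral control wells and 100% = 4 µM acridine orange control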
Rtt109 HAT inh: blocks Candida albicans Rtt109/Vps75 acetyltransferase activity; inhibition, % at 34.9 µM; 330,000 tested, 0.16% active; purified Rtt109/Vps75, ThioGlo CoA-SH fluorescence, 4 h; AID 540336; Q5AAJ8;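 active = inhibition of at least 50% in every replicate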
Keap1 Nrf2 FP: inhibitors of human Keap1-Nrf2 protein-protein interaction; Keap1 Kelch-Nrf2 peptide fluorescence polarization, 1536-well; inhibition, % at 9.4 µM; 340,000 tested, 0.15% active; in the data active = inhibition above about 12%;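 also: human Keap1 Kelch domain with fluorescein labeled Nrf2 9mer peptide probe; 0% = neutral control wells and 100% = peptide positive control; higher means more block of Keap1 binding to Nrf2 peptide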
PvdQ inh: blocks Pseudomonas aeruginosa PvdQ acylase activity. purified PvdQ acylase, fluorescence plate reader. AID 488965. 340,000 tested, 0.063% active. inhibition, % at 10 µM; in the data active = inhibition above about 30%, passing the limit was not always enough;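 also: 0% = vehicle neutral wells and 100% = reference inhibitor wells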
PfHsp90 set2: reduces growth (ATP signal) of yeast expressing P. falciparum Hsp90 | S. cerevisiae expressing PfHsp90, BacTiter-Glo ATP, 48 h; yeast lacking PDR1 and PDR3 efflux regulators | inhibition, % at 9.4 µM | 310,000 tested, 0.32% active | AID 504621;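 active = every replicate shows inhibition above about 80%, whatever the replicate mean, limit read from the data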;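 also: 0% = DMSO neutral controls and 100% = 20 µM radicicol positive controls; yeast relying on Plasmodium falciparum Hsp90 in place of its own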
SUMO Mot1 rescue: SUMOylation pathway inhibition by Mot1-301 growth rescue | S. cerevisiae Mot1-301 growth rescue, ATP luminescence, 38.5C; percent above DMSO median, 100 means doubled | 320,000 tested, 1% active | AID 2716 | growth rescue, % at 18.8 µM;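 active = every valid replicate shows activation above 250% relative to neutral control wells; inactive = the rest, any valid replicate at or below 250%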;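 also: OY570 slx delta 5 strain wells were the positive control but not used for scaling; some compounds called inactive have numbers as strong as hits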
CDK5 p35 inh: inhibitors of human CDK5/p35 kinase; AID 488839; Recombinant CDK5/p35, ADP-Glo luminescence, 60 min; inhibition, % at 10 µM; Q00535+Q15078; 330,000 tested, 0.01% active;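 active = highest replicate inhibition of at least 50% and at least 75% of replicates reaching 50%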;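 also: plate controls were DMSO neutral control for no effect and GW8510 at 10 µM for full effect; many of its hits are not listed in these tables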
Target sequence (Q00535 whole entry, looked up): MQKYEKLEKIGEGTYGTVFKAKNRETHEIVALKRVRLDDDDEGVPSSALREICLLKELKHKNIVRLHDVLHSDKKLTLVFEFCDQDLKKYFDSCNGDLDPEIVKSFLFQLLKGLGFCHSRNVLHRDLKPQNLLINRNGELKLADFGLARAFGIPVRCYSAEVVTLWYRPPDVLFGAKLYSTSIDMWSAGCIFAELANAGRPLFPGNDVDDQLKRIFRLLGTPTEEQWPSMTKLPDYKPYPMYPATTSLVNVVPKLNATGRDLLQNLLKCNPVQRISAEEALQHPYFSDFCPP
Target sequence (Q15078 whole entry, looked up): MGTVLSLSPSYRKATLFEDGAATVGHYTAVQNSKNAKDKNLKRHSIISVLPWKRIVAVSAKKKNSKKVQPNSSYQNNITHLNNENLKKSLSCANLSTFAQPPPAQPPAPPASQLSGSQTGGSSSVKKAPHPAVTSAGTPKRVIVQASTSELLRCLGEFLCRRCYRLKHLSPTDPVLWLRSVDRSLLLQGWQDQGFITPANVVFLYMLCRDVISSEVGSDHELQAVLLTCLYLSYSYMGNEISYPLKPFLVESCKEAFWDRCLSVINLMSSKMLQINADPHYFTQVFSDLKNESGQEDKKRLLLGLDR
NSD2 HMT inh: NSD2 (human) methyltransferase inhibition. O96028. NSD2 peptide methylation, AlphaScreen, 120 min. inhibition, % at 12.5 µM. 310,000 tested, 0.54% active. AID 743445; in the data active = inhibition above about 50%
The depositor's hits bear a star; nt = no result given.

SMILES | RTF Ca sens act | dFosB activator | Cardiac RTF inh | LANA DNA inh | Rtt109 HAT inh | Keap1 Nrf2 FP | PvdQ inh | PfHsp90 set2 | SUMO Mot1 rescue | CDK5 p35 inh | NSD2 HMT inh
O=C(CCc1ccccc1F)N1CCN(c2ccc(C(F)(F)F)cn2)CC1 | -5 | -18 | -21 | -1.5 | 9 | 0 | -14 | 8 | 84 | -0.7 | 6
CCC(C(=O)Nc1cc(F)ccc1F)n1nc(C)c2c(C)n(-c3ccc(C)cc3)nc2c1=O (centres undefined) | 2 | -9 | 3 | -2.5 | 11 | 0 | -11 | 25 | -12 | 0.1 | 3
COC(=O)c1ccccc1NC(=O)C(C)c1ccc([N+](=O)[O-])cc1 (centres undefined) | -3 | 2 | -1 | 0.2 | 1 | 0 | -13 | -19 | 7 | 0.0 | 0
COc1ccc2nc(NC(=O)CSc3nnc(C)n3N)sc2c1 | 4 | 6 | -3 | -0.2 | -9 | -5 | -20 | 22 | 305* | -10 | nt
O=C(N/N=C/c1ccncc1)NC1CCCCC1 | 1 | -10 | 5 | -1.3 | 6 | -3 | 1 | -1 | -22 | 0.3 | -4
CCCCn1c(N)c(N(CC(C)C)C(=O)COC(=O)C2(c3ccccc3)CC2)c(=O)[nH]c1=O | -7 | -3 | 8 | 1.3 | 2 | 1 | -9 | nt | -4 | -0.1 | -1
Cc1ccc(C)c(Cc2c(C)nc3c(C(=O)N4CCOCC4)cnn3c2C)c1 | 10 | -9 | -7 | -1.6 | -2 | -6 | -11 | nt | 4 | -1.6 | -8
O=C(Nc1ccc(Cl)cc1N1CCOCC1)C1CC1 | -7 | -2 | 3 | -2.0 | 28 | 3 | 14 | 0 | -6 | -0.1 | 10
O=S(=O)(NCC1CN(S(=O)(=O)c2ccc3c(c2)OCCO3)C1)c1c(F)cccc1F | -2 | 3 | 8 | 0.9 | -3 | 1 | -17 | -2 | 7 | 0.0 | nt
CSc1nc(N)c2c(n1)N(C)C=NS2(=O)=O | 3 | 4 | 4 | 2.3 | -10 | 3 | -11 | nt | nt | -0.5 | -2
O=C(Nc1nc(-c2ccccn2)cs1)c1cc(Cl)ccc1[N+](=O)[O-] | 9 | -14 | 0 | 0.8 | 3 | -2 | -11 | nt | 8 | -0.2 | 3
CCOC(=O)c1c(C)nc2sc(C(=O)Nc3ccc(OC)cc3)c(N)c2c1-c1ccc(OC)cc1 | 4 | -12 | 4 | 1.2 | -6 | -1 | -10 | 4 | nt | 2.2 | -1
Cc1ccc(C)c(OCCC(=O)NCCc2ccc(S(N)(=O)=O)cc2)c1 | 1 | -3 | 7 | 0.2 | 9 | -1 | 4 | 6 | -5 | 0.2 | 1
O=C(COC(=O)CNC(=O)c1cccs1)Nc1ccc(C(F)(F)F)cc1[N+](=O)[O-] | -6 | -1 | -2 | -0.4 | 4 | 5 | 0 | nt | 80 | 0.3 | 1
Cc1ccc(NC(=O)c2ccc([N+](=O)[O-])s2)cc1S(=O)(=O)N1CCOCC1 | -2 | -5 | 0 | 0.4 | 4 | -1 | 3 | -2 | -2 | -0.5 | 1
CCS(=O)(=O)N1CCN(c2cnn(-c3ccccc3)c(=O)c2Cl)CC1 | -2 | 3 | 1 | -2.0 | -1 | 1 | -3 | -36 | 83 | -1.2 | nt
Cc1ccc(NC(=O)Nc2ccccc2CC[N+](=O)[O-])cc1 | nt | -7 | nt | -1.4 | -15 | -1 | 3 | -5 | -5 | 0.9 | 7
O=C(C1=C[C@H](C2CC2)C[C@H](OCc2ccc(CO)cc2)O1)N1CCN(Cc2ccc3c(c2)OCO3)CC1 | -6 | 4 | -3 | -2.4 | 10 | -8 | 25 | -1 | -11 | 2.1 | nt
Cc1nn(-c2ccccc2)c2c1C(c1ccc([N+](=O)[O-])cc1)C(C#N)=C(N)O2 (centres undefined) | 8 | -4 | -1 | 2.7 | 2 | -3 | -8 | -6 | 2 | -0.1 | -2
O=C(NCCCc1ccccc1)C1CCC(=O)N(Cc2ccc(Cl)cc2)C1 (centres undefined) | 3 | -3 | -5 | -2.0 | -6 | 0 | -8 | 19 | -12 | -2.7 | 0
COc1ccc(NC(=O)CN(C)C(=O)c2ccc(C)s2)cc1 | 2 | 1 | -7 | -0.2 | 9 | 0 | -7 | 3 | -3 | -0.2 | 1
CC(C)(C)c1cc(-c2ccccc2)n[nH]1 | -3 | 0 | -1 | 0.3 | -7 | 0 | -9 | -22 | 3 | -0.3 | -9
COc1cc(C(=O)OCC(=O)N(C)c2ccccc2)cc(OC)c1OC | 0 | 5 | -7 | 0.9 | -5 | 0 | -17 | 12 | -4 | -0.2 | -1
O=C(NN=C1CCCC1)c1cc(Br)ccc1O | 1 | -2 | -12 | -1.6 | 2 | -3 | -9 | 35 | -12 | 1.1 | 0
CC(C)(C)CC(C)(C)N=C1Nc2ccccc2NC12C[C@H]1CCC(=O)N3CC[C@@H](C2)[C@@H]13 (some centres undefined) | 12 | 4 | -17 | 1.4 | 8 | -2 | -8 | 1 | nt | 0.5 | nt
COc1ccc(S(=O)(=O)N(C)CC(=O)Nc2cccc(C(C)=O)c2)cc1Cl | 6 | -7 | 0 | 0.7 | 1 | -1 | -16 | -4 | 8 | 0.3 | 2
Cc1ccc2nc(SCC(=O)NCc3ccco3)[nH]c2c1 | -5 | -1 | -3 | 0.2 | 4 | -2 | -5 | -2 | 5 | 1.9 | 1
CSc1nsc(SCC(=O)Nc2ccc(NC(C)=O)cc2)n1 | -3 | -1 | -9 | -0.3 | -7 | -4 | -22 | 23 | 159 | 1.0 | -4
COc1ccc(/C=C/C(=O)N(C)c2ccccc2C(=O)O)cc1 | 3 | -1 | -5 | 1.2 | -4 | 7 | -6 | 3 | 10 | 2.6 | -1
CS(=O)(=O)N(CC(=O)NCc1ccc(Cl)cc1)C1CCCCC1 | 2 | -8 | 3 | 0.2 | -3 | -7 | -7 | 12 | -9 | 0.1 | -2

Another view of 4 compounds above:
Under each structure – RTF Ca sens act, dFosB activator, Cardiac RTF inh, LANA DNA inh, Rtt109 HAT inh, Keap1 Nrf2 FP, PvdQ inh, PfHsp90 set2, SUMO Mot1 rescue, CDK5 p35 inh, NSD2 HMT inh
- CCS(=O)(=O)N1CCN(c2cnn(-c3ccccc3)c(=O)c2Cl)CC1
→ -2, 3, 1, -2.0, -1, 1, -3, -36, 83, -1.2, nt
- Cc1ccc(NC(=O)Nc2ccccc2CC[N+](=O)[O-])cc1
→ nt, -7, nt, -1.4, -15, -1, 3, -5, -5, 0.9, 7
- O=C(C1=C[C@H](C2CC2)C[C@H](OCc2ccc(CO)cc2)O1)N1CCN(Cc2ccc3c(c2)OCO3)CC1
→ -6, 4, -3, -2.4, 10, -8, 25, -1, -11, 2.1, nt
- Cc1nn(-c2ccccc2)c2c1C(c1ccc([N+](=O)[O-])cc1)C(C#N)=C(N)O2 (centres undefined)
→ 8, -4, -1, 2.7, 2, -3, -8, -6, 2, -0.1, -2

(listing goes on)
SMILES | RTF Ca sens act | dFosB activator | Cardiac RTF inh | LANA DNA inh | Rtt109 HAT inh | Keap1 Nrf2 FP | PvdQ inh | PfHsp90 set2 | SUMO Mot1 rescue | CDK5 p35 inh | NSD2 HMT inh
CCCS(=O)(=O)Nc1cccc(-c2nc3cccnc3s2)c1 | -1 | -31 | 4 | -13 | -1 | -4 | 12 | -38 | -6 | 0.9 | -4
COc1ccc([N+](=O)[O-])cc1NCc1ccccc1C | -2 | -5 | 0 | 1.3 | nt | -11 | -10 | 29 | 11 | -0.7 | -4
CC(C)(C)OC(=O)NC1CCN(S(=O)(=O)c2ccc3c(c2)OCCO3)CC1 | 1 | 6 | -1 | -2.8 | -10 | 1 | 0 | -4 | nt | 0.0 | nt
CCN(CCCNC(=O)Cn1ncc2c([nH]c3ccccc32)c1=O)Cc1ccccc1 | -6 | 6 | 2 | -1.3 | -2 | 0 | -9 | 14 | -11 | 2.0 | -3
COC(=O)c1nn(-c2ccc(Oc3ccccc3)cc2)c(=O)cc1O | -2 | 3 | -8 | 0.9 | 8 | 1 | 12 | -1 | -6 | 3.5 | -2
C=C(C)CSc1nnc(CCNC(=O)OC(C)(C)C)o1 | -4 | -2 | 0 | 0.3 | 14 | -1 | 6 | nt | 8 | -0.4 | 1
COc1ccc(C(C)=O)cc1COC(=O)c1cnc(C)cn1 | -3 | 5 | 6 | 0.4 | 1 | 3 | -1 | -23 | -3 | -2.1 | 0
Cc1cc(C)n(C(CC(=O)O)C(=O)O)n1 (centres undefined) | 0 | -1 | -6 | 0.5 | -4 | -4 | -8 | -44 | -21 | 0.6 | nt
Cc1cccc(C=CC(=O)c2ccccc2)c1 | -1 | -8 | 1 | -3.0 | 1 | 5 | -5 | nt | nt | -1.3 | -3
COCCN1C=C2C(=O)C(C)(OC(=O)C3CCCC3)C(=O)C=C2C=C1c1ccsc1 (centres undefined) | -9 | 4 | -11 | 0.6 | 17 | -4 | 8 | -10 | -1 | 2.3 | nt
CCCCOc1ccc(C2C(C(=O)c3ccc(C)o3)=C(O)C(=O)N2CC2CCCO2)cc1 (centres undefined) | 3 | -11 | 4 | 0.8 | -7 | -1 | 15 | 15 | -5 | 1.7 | 8
Cc1ccc(-n2nnnc2SCC(=O)NC2CC2)cc1C | -4 | -1 | -2 | 1.7 | 2 | 6 | -5 | -24 | 10 | -1.0 | nt
COc1ccccc1OCc1nn[nH]n1 | 1 | -4 | 1 | -0.3 | -1 | 0 | -3 | 13 | -5 | -0.3 | 0
Nn1c(=O)[nH]c2ccccc2c1=O | 0 | 0 | -3 | 0.8 | -4 | -1 | -1 | -8 | 433 | 1.0 | nt
O=C(Nc1cc2c(cc1Br)OCCCO2)c1ccccc1 | -2 | -5 | 9 | -1.5 | 5 | 4 | -8 | -9 | 7 | -1.8 | -3
Cc1ccccc1Nc1scc(-c2ccc(Cl)cc2)[n+]1-c1ccccc1C | 4 | -3 | -7 | 0.7 | 0 | -1 | -10 | nt | nt | -1.0 | 0
Cc1ccc(C)c(OCCSc2nnc(-c3cccnc3)n2N)c1 | 14 | -3 | -14 | 0.7 | -3 | -6 | -3 | 1 | -6 | 1.1 | -4
CC(C)(C)c1ccc(C(=O)C2CCCN(C(=O)C3CCOCC3)C2)cc1 (centres undefined) | 1 | -17 | -10 | -0.8 | -2 | -2 | -5 | -10 | -5 | 0.1 | -2
Cc1ccc(S(=O)(=O)N2CCCCC2)cc1NC(=O)[C@@H]1CCCN1C(=O)c1cccs1 | -3 | -7 | -2 | 0.0 | 0 | -4 | -10 | 22 | 15 | -0.1 | -1
COc1ccc(NC(=O)[C@@H]2CCCN2S(=O)(=O)c2ccc(Cl)cc2)cc1 | -2 | -5 | -9 | -2.8 | -4 | -5 | 2 | 0 | 29 | 0.3 | -2

Screening results as filed in PubChem BioAssay.
